# POLB inh = qHTS Assay for Inhibitors of DNA Polymerase Beta; P06746; Potency, µM (highest dose often 114 µM), without a hit: top-dose activity change, negative = inhibition, actives largely listed as inhibitors; hit rate 1.3% among 340,000; Pol beta primer extension/strand displacement, fluorescence kinetic; further: on the % scale 0 is the no-effect control and ±100 the full control effect
#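 Reaction started by 50 nM substrate onto compound-treated Pol beta (10 nM, 15 min preincubation, room temperature); plates read at 0 min and 10 min. Normalized concentration-effect data fitted by four-parameter Hill equation.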
# JMJD2A Tudor = qHTS Assay for Inhibitors of JMJD2A-Tudor Domain | Lysine-specific demethylase 4A (Homo sapiens), O75164 | AlphaScreen JMJD2A-Tudor / H3K4me3 peptide binding | Potency, µM (top dose mostly 114 µM), inactives show at the highest dose activity change, negative = inhibition, actives largely listed as inhibitors | hit rate 4.4% among 390,000; further: on the % scale 0 is the no-effect control and ±100 the full control effect; nearly all actives have a fitted effect of over 50% in size
# Target sequence (O75164 whole entry, looked up, the tested form may be a part): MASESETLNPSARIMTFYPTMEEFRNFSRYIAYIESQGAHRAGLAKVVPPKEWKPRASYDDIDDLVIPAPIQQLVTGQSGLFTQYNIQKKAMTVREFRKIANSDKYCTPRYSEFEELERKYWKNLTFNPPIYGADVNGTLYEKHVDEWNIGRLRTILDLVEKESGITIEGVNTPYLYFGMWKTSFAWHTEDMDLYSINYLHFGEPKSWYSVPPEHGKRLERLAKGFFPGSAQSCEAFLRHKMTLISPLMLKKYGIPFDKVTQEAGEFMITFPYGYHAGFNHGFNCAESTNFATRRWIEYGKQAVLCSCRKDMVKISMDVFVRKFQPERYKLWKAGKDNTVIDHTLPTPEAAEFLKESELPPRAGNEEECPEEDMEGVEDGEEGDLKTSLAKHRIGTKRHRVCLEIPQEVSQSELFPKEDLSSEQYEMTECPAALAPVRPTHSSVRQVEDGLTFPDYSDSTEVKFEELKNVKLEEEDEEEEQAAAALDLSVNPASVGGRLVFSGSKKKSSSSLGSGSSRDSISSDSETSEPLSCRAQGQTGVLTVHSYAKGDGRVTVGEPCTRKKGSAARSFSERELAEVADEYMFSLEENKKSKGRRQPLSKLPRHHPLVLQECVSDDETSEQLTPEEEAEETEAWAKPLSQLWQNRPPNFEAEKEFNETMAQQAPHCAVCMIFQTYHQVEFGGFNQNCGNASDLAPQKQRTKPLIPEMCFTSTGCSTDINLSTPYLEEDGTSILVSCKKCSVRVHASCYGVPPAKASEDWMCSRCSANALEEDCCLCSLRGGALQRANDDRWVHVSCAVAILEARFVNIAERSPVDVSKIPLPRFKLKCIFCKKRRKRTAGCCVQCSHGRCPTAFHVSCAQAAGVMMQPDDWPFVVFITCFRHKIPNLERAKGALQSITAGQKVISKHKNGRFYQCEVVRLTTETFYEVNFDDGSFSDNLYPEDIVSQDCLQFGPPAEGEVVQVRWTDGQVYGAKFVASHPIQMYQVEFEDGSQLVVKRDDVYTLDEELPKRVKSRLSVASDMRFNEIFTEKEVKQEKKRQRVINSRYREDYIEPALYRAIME
# BAZ2B inh = qHTS Assay for Inhibitors of BAZ2B; Bromodomain adjacent to zinc finger domain protein 2B (Homo sapiens), Q9UIF8; AlphaScreen BAZ2B-H3K14Ac peptide displacement; Potency, µM (doses to about 114 µM), without a hit: top-dose activity change, negative = inhibition, usual class: inhibitors; hit rate 4.4% among 360,000; AID 504333, 2011; further: on the % scale 0 is the no-effect control and ±100 the full control effect; nearly all actives have a fitted effect of over 60% in size
#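 AlphaScreen luminescence quantifies BAZ2B engagement of H3K14Ac peptide; the protein and biotinylated peptide are both at 50 nM final, buffer PBS pH 7.4 with 0.01% Tween-20, all steps at room temperature.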
# POLI inh = qHTS for Inhibitors of Polymerase Iota. DNA polymerase iota (Homo sapiens), Q9UNA4. Pol iota fluorescent replication assay, 10 min. Potency, µM (highest dose often 115 µM), without a hit: at the highest dose activity, negative = inhibition, usual class: inhibitors. hit rate 1% among 390,000
#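 Fluorescent replication assay read twice, at 0 min and 10 min after adding 50 nM (final) substrate. Enzyme (10 nM) and compounds were first incubated 15 min at room temperature; enzyme-free buffer wells were negative controls.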
# APEX1 inh = qHTS Assay for Inhibitors of the Human Apurinic/apyrimidinic Endonuclease 1 (APE1). DNA repair nuclease/redox regulator APEX1 (Homo sapiens), P27695. recombinant APE1, TAMRA/BHQ-2 abasic DNA cleavage fluorescence. Potency, µM (series often up to 65.8 µM), inactives show at the top dose activity change, negative = inhibition, actives largely listed as inhibitors. hit rate 0.35% among 350,000. AID 2517, 2012;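 further: plate controls were vehicle for no effect and reference inhibitor for full effect; nearly all actives have a fitted effect of over 55% in size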
#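 0.75 nM APE1 + cpd, 15 min RT; start w/ 50 nM TAMRA/BHQ-2 THF-abasic dsDNA; kinetic fluor 525/598 nm ×3 reads @60 s; Δ(read3−read1); normalized to DMSO and NSC13755 control wells.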
# Pol eta inh = qHTS for Inhibitors of Polymerase Eta | DNA polymerase eta (Homo sapiens), Q9Y253 | recombinant Pol eta, fluorescent DNA replication assay | Potency, µM (top dose mostly 114 µM), without a hit: at the highest dose activity change, negative = inhibition, most hits filed as inhibitors | hit rate 1.2% among 390,000 | AID 588591, 2011; further: on the % scale 0 is the no-effect control and ±100 the full control effect
#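 Pol eta at 10 nM preincubated with compounds 15 min at room temperature; reaction started with fluorescent substrate (50 nM final) and read kinetically at 0 and 10 min.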
# G9a block = qHTS Assay for Inhibitors of Histone Lysine Methyltransferase G9a; G9a H3K9 monomethylation, AlphaScreen, 2 h; Histone-lysine N-methyltransferase EHMT2 (Homo sapiens), Q96KQ7; Potency, µM (titrated, usually from 102 µM), for inactives: top-dose activity, negative = inhibition, usual class: inhibitors; hit rate 8.8% among 350,000; further: on the % scale 0 is the no-effect control and ±100 the full control effect; nearly all actives have a fitted effect of over 75% in size
#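 Methyltransferase reactions run at room temperature for 2 h (20 nM enzyme, 500 nM biotin-H3K9 peptide, 20 uM SAM) after a 15 min compound preincubation; product detected by AlphaScreen beads and anti-H3K9me1 antibody.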
# BLM helicase inh = qHTS Assay for Inhibitors of Bloom's syndrome helicase (BLM). RecQ-like DNA helicase BLM (Homo sapiens), P54132. recombinant BLM DNA unwinding, fluorescence dequenching. Potency, µM (top dose mostly 56.1 µM), inactives show at the highest dose activity change, negative = inhibition, hits mostly inhibitors. hit rate 0.2% among 350,000. AID 2528, 2010;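 further: plate controls were vehicle for no effect and no enzyme for full effect; nearly all actives have a fitted effect of over 35% in size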
# POLK inh = qHTS for Inhibitors of Polymerase Kappa. AID 588579, 2011. Potency, µM (highest dose often 107 µM), for inactives: at the highest dose activity, negative = inhibition, most hits filed as inhibitors. hit rate 0.53% among 400,000. DNA polymerase kappa (Homo sapiens), Q9UBT6. purified Pol kappa, fluorescent DNA synthesis assay, 10 min; further: on the % scale 0 is the no-effect control and ±100 the full control effect
#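 Activity was followed as the change in fluorescence between reads at 0 and 10 min after starting the reaction with 50 nM substrate. Beforehand, 10 nM polymerase had been preincubated with compound for 15 min at room temperature.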
# Active calls of the source: *; ? = inconclusive; / = no result given; & = joins results of further samples; [ ] = dose if it differs, or a comment. The call rests on the fitted dose curve; in most records, active means well fitted curve in the direction sought with a large enough effect; inconclusive means small, poorly fitted or top-dose-only effect, or another doubt; inactive means no such curve, though single readings can be large; an effect the other way counts as inactive or inconclusive. Potency means the concentration at half of the fitted maximal effect. The list is partial; count on the stated rates, not on these rows.
SMILES,POLB inh,JMJD2A Tudor,BAZ2B inh,POLI inh,APEX1 inh,Pol eta inh,G9a block,BLM helicase inh,POLK inh
COc1ccc(N2CCN(C(=S)NCc3ccc(C)cc3)CC2)cc1,-1%,-17%,-7%,32%,13%,-13%,-34%,-5%,-7%
CC(=O)N1CCN(C(=O)c2cccc(S(=O)(=O)NCc3ccccc3)c2)CC1,/,4%,20%,1%,13%,0%,-45%,/,-14%
CC(C)c1nnc(NC(=O)CC(=O)Nc2ccccc2C(=O)O)s1,37%,-12%,?,-3%,-6%,-3%,?,-3%,-24%
CCOC(=O)c1c(C)[nH]c(C(=O)NNC(=O)c2ccccc2)c1C,21%,-14%,-7%,4%,-1%,-9%,34%,0%,-11%
Cc1cc(NC(=O)CCC(=O)N(c2ccc(F)cc2)C(C(=O)NC2CCCC2)c2ccncc2)no1 (stereo not given),62%,-3%,8%,79%[activator],-6%,-22%,/,1%,0%
Cc1[nH]c2ccccc2c1/C=N/NS(=O)(=O)c1ccccc1,23%,?,-38%,97%[activator],?,-14%,50µM*,-11%,-18%
Cc1ccc(NC(=O)CCCn2c(=O)c3cccn3c3ccccc32)cc1Cl,3%,?,50µM*,42%[activator],/,-10%,-47%[59 µM],-4%,-15%
CN(C(=O)c1cc2c(Cl)nc3ccccc3c2s1)c1cccc(C(F)(F)F)c1,0%,-7%,-12%,19%,/,?,7%[59 µM],-1%,-21%
CC1CCC2C(=O)N(c3cccc(C(=O)Nc4ccccc4Cl)c3)C(=O)C2C1 (stereo not given),-7%,-18%,-3%,18%,-15%,-11%,-13%,-2%,-7%
O=c1c2ccccc2nc2n1CCCCN2,0%,-8%,-7%,31%[activator],-3%,0%,-9%[12.7 µM],-2%,-2%
O=C(CCNS(=O)(=O)c1ccccc1Cl)OCc1nnc(-c2ccccc2Cl)o1,/,-7%,7%,13%,0%,-16%,-22%[12.7 µM],/,-9%
Cc1cccc(N2CN(S(=O)(=O)c3cccc([N+](=O)[O-])c3)c3nc4ccccc4nc32)c1,/,-26%,/,89%[activator],12%,-28%,/,/,-6%
COc1ccc(NC(=O)CSc2nnc(-c3ccco3)n2N)cc1Cl,21%,-26%,-5%[57.1 µM],-2%,-1%,-7%,27%,-1%,-5%
CC1CCCN(C(=O)CN2C(=O)c3ccccc3C2=O)C1 (stereo not given),28%,4%,?,25%,-6%,-12%,24%[2.33 µM],0%,-9%
CC12CCCCC1N(O)C(=O)C(=O)N2O (stereo not given),7%,79µM*,?,-4%,11%,-13%,?,3%,-4%
Cn1cccc1Cc1nnc(SCC(=O)NC2CCCCC2)n1-c1ccc(F)cc1,-7%,-34%,0%,-15%,6%,-3%,?,1%,-8%
CCC(=O)N1CCc2cc(S(=O)(=O)NCCCN3CCN(Cc4ccccc4)CC3)ccc21,76%,-9%,2%,-6%,11%,-10%,-4%[12.7 µM],3%,-1%
COc1ccccc1CNc1ncnc2ccc(-c3cccc(NS(C)(=O)=O)c3)cc12,/,/,/,/,-3%,/,5%[0.501 µM],4%,-1%[60.1 µM]
COCCNC(=O)c1cc2ncc(Br)cn2n1,23%,0%,-2%,-6%,14%,-9%,2%[59 µM],-3%,0%
O=[N+]([O-])c1ccc(S(=O)(=O)Nc2ccccn2)cc1,-16%,-3%,-29%,114%[activator],32%,-15%,-43%[0.501 µM],-7%,-2%

# Next section (two carried over from the part before).
SMILES,POLB inh,JMJD2A Tudor,BAZ2B inh,POLI inh,APEX1 inh,Pol eta inh,G9a block,BLM helicase inh,POLK inh
COCCNC(=O)c1cc2ncc(Br)cn2n1,23%,0%,-2%,-6%,14%,-9%,2%[59 µM],-3%,0%
O=[N+]([O-])c1ccc(S(=O)(=O)Nc2ccccn2)cc1,-16%,-3%,-29%,114%[activator],32%,-15%,-43%[0.501 µM],-7%,-2%
CCn1c(O)c(N=Nc2ccc3ccccc3n2)c2ccccc21,0%,-5%,-16%,28%,-5%,?,/,-13%,4%
OC[C@@H](O)[C@@H](O)CO,/,-14%,8%,4%,19%,-2%,1%[12.7 µM],/,8%
O=[N+]([O-])c1cccc(S(=O)(=O)NC2CC3CCC2C3)c1 (stereo not given),13%,-12%,2%,-4%,7%,3%,3%[0.501 µM],-1%,2%
Cc1ccc(-n2ncc3c(SCC(=O)NNC(=O)C(C)C)ncnc32)cc1,24%,-5%,10%,88%[activator],-2%,5%,7%[2.33 µM],-1%,-14%
CCOC(=O)CSc1nnc(CSc2nc(N)c3c(C)c(C)sc3n2)n1-c1ccccc1,1%[57.1 µM],-28%,6%,30%,-1%,-19%,45µM*,2%,-10%
Cc1ccc(NC(=O)C2CCCC2)cc1S(=O)(=O)N1CCOCC1,/,-4%,2%,6%,43%,-5%,8%[2.33 µM],/,-15%
CN(C)NC(=O)c1ccc([N+](=O)[O-])s1,-19%,-4%,1%,-8%,-2%,5%,7%,-2%,-1%
CCCCC[C@H](O)/C=C/C=C\CCCCCCCC(=O)O,/,/,/,/,18%&1%&2%,/,32%&30%[59 µM],-7%,3%&1%[19.4 µM]
CCOc1ccccc1N/C(=N/c1nc(C)cc(C)n1)NC(=O)Nc1ccc(Cl)c(Cl)c1,14%,/,2%,/,2%,/,7%[59 µM],-3%,/
Cc1nn(-c2ccccc2)c(Cl)c1/C=N/NC(=O)c1ccccc1NS(=O)(=O)c1cccs1,16%,-17%,-6%,-6%,-8%,-18%,1%[59 µM],-9%,-23%
Cc1c(-c2cccc(NC(=O)c3cccs3)c2)nc2ncccn12,16%,-2%,-4%,-3%,20%,-7%,6%[59 µM],-10%,-17%
COc1ccc(-n2ncc(C(C)NS(=O)(=O)c3cccs3)c2C)cc1 (stereo not given),-3%,-6%,-6%,-4%,-4%,-12%,/,-1%,-21%
CSc1nc(C)[nH]c(=O)c1C#N,9%,-31%,-5%,10%,15%,6%,/,-7%,-10%
CCCN(c1ccccc1F)S(=O)(=O)c1ccc2c(c1)C(C)(C)C(=O)N2C,-7%,-14%,-6%,15%,/,-10%,6%[59 µM],-7%,-19%
N#CC1=C(SCc2ccccc2)NC(=O)CC1c1ccc(O)cc1 (stereo not given),0%,-12%,6%,17%,-10%,-1%,-14%[12.7 µM],-6%,-5%
CC(C)OC(=O)CC(NC(=O)OC(C)(C)C)c1ccccc1 (stereo not given),18%,-4%,4%,23%,-5%&16%,-11%,16%,1%&0%,0%
O=C1CC(SCCc2nc3ccccc3[nH]2)C(=O)N1c1ccc(F)c(Cl)c1 (stereo not given),/,-23%,/,6%,/,-9%,/,/,-25%
CCCOCC1CC2(SC(=Nc3ccc(C)cc3)NC2=O)C(=O)O1 (stereo not given),-15%,-15%[11.4 µM],-2%,-8%,7%,-12%,-17%[12.7 µM],-10%,2%
O=C(COC(=O)c1ccccc1)c1ccc(S(=O)(=O)N2CCCCC2)cc1,/,-7%,5%,45%[activator],4%,-26%,-3%,/,-17%
O=C(CCNC(=O)c1ccc(Br)cc1)NCC1CCCO1 (stereo not given),/,3%,-6%,17%,25%,-8%,22%[2.33 µM],/,2%
COc1cc(/C=C2/C(=N)N3C=CSC3=NC2=O)ccc1OCCOc1ccc(NC(C)=O)cc1,32%[activator],-14%,-10%,70%[activator],-8%,-3%,-4%,0%,-15%
O=C(COc1c(Br)cc(Br)c2cccnc12)N1CCCCC1,6%,-11%,?,85%[activator],-2%,-16%,8%,-4%,1%
O=C(Nc1ccc(S(=O)(=O)Nc2ncccn2)cc1)c1ccc(Br)o1,1%,-7%,-11%,20%,1%,-25%,-34%,-5%,-3%
Nc1nc(-c2ccc3ccccc3c2)cs1,0%,-36%,?,143%[activator],0%,-13%,50µM*,-6%,-20%
C=CCc1c(C)nc(SC)nc1Nc1ccc(C)cc1,4%,9%,9%,-11%,0%,-20%,21%[12.7 µM],-5%,-15%
COc1ccc(NC(=S)N(CCc2c(C)[nH]c3ccc(C)cc23)Cc2cccs2)cc1,-18%,?,?,25%,2%,-13%,50µM*,-17%,3%
CCc1ccc(NC(=O)C2CC(=O)Nc3ncnn32)cc1 (stereo not given),8%,-12%,10%,-1%,5%,-14%,-12%[59 µM],3%,-13%
CCOc1ccccc1C(=O)N(CCC(=O)OC)c1ccccn1,-3%,-1%,0%,2%,-2%,-8%,-22%[12.7 µM],0%,8%
C=CCNC(=O)C1CCCN(S(C)(=O)=O)C1 (stereo not given),-2%,-3%,7%,-17%,-3%,8%,-2%[59 µM],0%,-7%
CCOC(=O)c1sc(-c2ccc(Cl)cc2Cl)nc1O,6%,16%,1%,30%,-3%,-9%,1%,-6%,4%
COC(=O)c1cc(Br)c(=O)n(-c2ccccn2)c1,36%[activator],-15%,-10%,-1%,-4%,-12%,?,1%,-14%
CCNC(=O)CSc1nnc(C2CC2)n1-c1ccccc1,0%,-12%,4%,1%,4%,1%,51%[activator][12.7 µM],-1%,-13%
Cc1onc(-c2ccccc2Cl)c1C(=O)Nc1ccc(S(=O)(=O)Nc2nccs2)cc1,-10%,-30%,-25%,-12%,1%,-2%,?,-13%,-6%
CS(=O)(=O)N(CC(=O)N/N=C/c1cc([N+](=O)[O-])ccc1Cl)c1ccccc1,41%,-24%,?,-5%,-3%,-15%,-7%[2.33 µM],-2%,-18%
CN(C)C(=O)C(=O)c1c(-c2ccccc2)cc2ccccn12,-5%,-19%,1%,39%,-4%,-1%,-26%[12.7 µM],-1%,-6%
COCCNC(=O)CN(Cc1ccc(Cl)cc1)S(C)(=O)=O,-23%,1%,8%,11%,-1%,-20%,38%[12.7 µM],1%,-3%

# From PubChem
